Source: PubChem BioAssay (several laboratories)
pCIP destab: p/CIP-EGFP fusion destabilizers, primary screen, fluorescence, F442A cells | 290,000 tested, 0.01% active | 16 h | decrease of EGFP signal, % at 10 µM | Q05BA5;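 active = EGFP signal decrease of at least 30% at 10 µM or well 3 SD below plate mean, unless failing retest; inactive = the rest, including hits failing retest or dose response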; note: some compounds called inactive have numbers as strong as hits; many of its hits are not listed in these tables
IDE cell activ: human IDE activators in live cells, primary screen, fluorescence polarization, HEK cells, FAbeta-B substrate. Insulin-degrading enzyme (Homo sapiens), P14735. FAbeta-B cleavage; 0% vehicle, 100% cell-free pure enzyme wells. activation, % at 5.96 µM. 340,000 tested, 0.073% active. AID 493087, 2011;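 active = activation above the mean of all tested compounds plus 3 SD, set per screening campaign, cut at about 17% in these data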
M18AAP inhibitor: PfM18AAP inhibitors, malaria aminopeptidase, primary screen, biochemical, QFRET, recombinant enzyme; 290,000 tested, 1.2% active; M18 aspartyl aminopeptidase (Plasmodium falciparum 3D7); AID 1822, 2009; H-Glu-NHMec fluorogenic cleavage; inhibition, % at 7.35 µM;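 active = inhibition above the campaign mean inhibition over all tested compounds plus 3 SD, cut at about 28% in these data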;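 note: 0% = plate median of test compound wells and 100% = 2 mM ZnCl2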
IDE inh: human IDE inhibitors in live cells, primary screen, fluorescence polarization, HEK cells, FAbetaB substrate. FAbetaB cleavage. inhibition, % at 5.59 µM. 320,000 tested, 0.41% active. AID 434962, 2010;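 active = percent inhibition above the average of all tested compounds plus 3 SD, set per screening campaign, cut at about 16% in these data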;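 note: IDE supplied by intact live HEK cells; FP after avidin binding of uncleaved biotin substrate so inhibition keeps polarization high; 0% = DMSO wells and 100% = 60 µM reference IDE inhibitor Ii1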
NALP1 inh: NALP1 inflammasome inhibitors in reconstituted yeast, colorimetric, S. cerevisiae, triplicate retest | inhibition, % at 10 µM | S. cerevisiae NALP1/ASC/caspase-1 growth, X-gal OD620, 72 h | 280,000 tested, 0.61% active; in the data active = inhibition mostly above about 24%, no sharp cut-off; inactive = mostly below about 32%; note: some compounds called inactive have numbers as strong as hits
MEKK2mut PB1 HTS: MEK5 binding signal on mutant MEKK2 PB1, primary screen, biochemical, multiplex bead flow cytometry, Alexa488-MEK5; Alexa488-MEK5 binding to MEKK2 mutant; percent response, % at 10 µM; 290,000 tested, 0.35% active; in the data active = percent response above about 24%, passing the limit was not always enough; note: inactives centre near 1; some results filed as inactive read as strong as hits; reference of the scale not given here
MEKK2 WT-MEK5: modulators of MEK5 binding to wildtype MEKK2, primary screen, biochemical, multiplex bead flow cytometry, Alexa488-MEK5 | Mitogen-activated protein kinase kinase kinase 2 (Homo sapiens), Q9Y2U5 | Alexa488-MEK5 binding to MEKK2 WT; actives lie on both sides | binding response (% of control), % at 10 µM | 290,000 tested, 1.1% active | AID 1531, 2009; in the data active = binding response below about 67% or above about 130%
MEKK3 PB1 HTS: modulators of MEKK3-MEK5 PB1 binding, primary screen, biochemical, wildtype MEKK3, multiplex bead flow cytometry, Alexa488-MEK5 | bead-based flow cytometry, Alexa488-MEK5 binding to MEKK3; actives lie on both sides; 0 = blocked by unlabeled MEK5, 100 = vehicle | binding response (% of control), % at 10 µM | 290,000 tested, 1.4% active;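 active = binding response more than 3 SD above or below the average of its plate-row segment, actives on both sides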;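 note: Alexa488 bead fluorescence after subtracting the streptavidin-only scavenger bead signal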
Target sequence (Q99759 whole entry, looked up): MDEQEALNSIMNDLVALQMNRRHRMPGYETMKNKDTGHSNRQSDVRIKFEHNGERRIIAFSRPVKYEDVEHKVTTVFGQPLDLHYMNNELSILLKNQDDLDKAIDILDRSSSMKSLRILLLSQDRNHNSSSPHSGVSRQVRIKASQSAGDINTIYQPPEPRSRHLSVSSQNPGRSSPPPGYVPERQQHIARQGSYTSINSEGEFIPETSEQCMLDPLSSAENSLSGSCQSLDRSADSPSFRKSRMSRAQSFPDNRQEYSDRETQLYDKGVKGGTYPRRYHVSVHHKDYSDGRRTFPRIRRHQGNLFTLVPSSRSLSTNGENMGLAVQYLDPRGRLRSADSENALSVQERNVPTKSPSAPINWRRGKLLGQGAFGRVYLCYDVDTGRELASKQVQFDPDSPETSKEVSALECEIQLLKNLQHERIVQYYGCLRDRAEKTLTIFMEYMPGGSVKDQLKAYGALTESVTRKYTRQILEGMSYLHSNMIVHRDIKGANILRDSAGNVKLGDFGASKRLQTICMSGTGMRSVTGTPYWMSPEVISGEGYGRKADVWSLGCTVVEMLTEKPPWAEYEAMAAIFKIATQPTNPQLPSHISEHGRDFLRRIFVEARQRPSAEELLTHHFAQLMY
UBC9 SUMO inh: inhibitors of in vitro SUMOylation cascade, primary screen, biochemical, HTRF, uHTS | SUMO-conjugating enzyme UBC9 (Homo sapiens), P63279 | HTRF SUMOylation assay, SAE1/SAE2 + UBC9 | inhibition, % at 35 µM | 290,000 tested, 0.36% active | AID 2006, 2009; in the data active = inhibition above about 50%, passing the limit was not always enough; note: strong numbers were not always called active
Target sequence (P63279 whole entry, looked up): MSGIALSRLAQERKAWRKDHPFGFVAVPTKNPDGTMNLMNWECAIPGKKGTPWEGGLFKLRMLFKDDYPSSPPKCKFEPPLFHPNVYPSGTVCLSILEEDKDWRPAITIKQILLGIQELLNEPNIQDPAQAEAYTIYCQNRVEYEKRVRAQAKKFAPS
An asterisk follows results filed as active; · = no result given.

UBC9 SUMO inh	M18AAP inhibitor	MEKK2 WT-MEK5	MEKK2mut PB1 HTS	pCIP destab	IDE cell activ	NALP1 inh	MEKK3 PB1 HTS	IDE inh	structure
6	3	115	10	-9	1	2	102	-1	CN(C)CCN(C(=O)c1cccc(N2C(=O)CCC2=O)c1)c1nc2ccc(Br)cc2s1
-7	4	97	4	-18	-1	11	98	3	COc1ccc(S(=O)(=O)n2c([N+](=O)[O-])cnc2C)cc1OC
2	5	95	2	12	0	3	96	-2	CCOc1ccc2ccccc2c1C(=O)N1CCN(c2ccccc2)CC1
-10	-1	95	-2	7	-2	-7	99	4	COc1ccc(CCN(Cc2ccccn2)C(=S)Nc2ccccc2F)cc1OC
6	-1	95	-3	-4	2	-4	97	1	Cc1cc(C)c(C(=O)CC2(O)C(=O)Nc3ccccc32)cc1C (stereo not given)
16	-4	103	3	-5	-1	-9	103	3	CC1=CC(C)(C)NC(=S)N1NC(=O)c1ccccc1Cl
1	0	114	17	-10	6	12	111	3	Cc1ccc(C(=O)Nc2ccncc2)c(Cl)c1
-2	0	91	-8	2	6	5	83	·	COc1ccccc1NC(=O)Nc1cc(C(C)C)ccc1C
14	-13	96	-6	-18	-2	26	103	1	Cc1ccc(NC(=O)Cc2nnc(SCC(=O)NC3=NCCS3)n2C)cc1
-6	·	118	13	-5	-2	·	113	-4	CCN1CCN(Cc2ccc(NC(=O)c3cc(NC(=O)c4ccc5n[nH]nc5c4)cc(OC)c3)cc2C(F)(F)F)CC1
-4	4	96	-4	-4	6	8	104	1	O=C(COC(=O)c1ccccc1Br)Nc1ccccc1F
-4	-6	103	5	6	7	20	102	5	CCOC(=O)N1CCN(c2cc(C)nc3nc(C)nn23)CC1
18	3	97	-3	-4	0	7	88	6	COc1ccc(C(=O)O)cc1F
-11	-6	108	9	-12	7	-2	110	1	O=C(CSc1nnc(-c2ccncc2)n1Cc1ccco1)OC1CCCCC1
-3	-5	103	4	5	-1	-3	107	-5	COc1ccc(NS(=O)(=O)c2cc(NC(=O)c3cccs3)ccc2N2CCOCC2)cc1
-14	14	107	1	16	5	0	100	4	COc1ccc(CN2CCNC(=O)C2CC(=O)NCCN2CCCCC2=O)c(F)c1 (stereo not given)
13	16	99	4	-12	-4	14	103	-3	COc1ccc(N2CC(C(=O)Nc3nnc(SCC(=O)NCC4CCCO4)s3)CC2=O)cc1 (stereo not given)
0	31*	101	0	-1	5	-7	113	3	COC(=O)c1sc2cc(=O)n(-c3cccc(C(F)(F)F)c3)nc2c1O
-2	-12	93	-1	-3	2	-1	96	-3	CCOC1Cc2ccccc2N(C(N)=O)c2ccccc21 (stereo not given)
17	-6	94	2	-6	-5	2	92	10	COCCSc1ccccc1C(=O)N1CCOCC1
-7	-2	89	-2	5	6	11	98	0	COc1cccc(CN(c2ccc3c(c2)CCC3)S(=O)(=O)c2ccc(-n3cnnn3)c(OC)c2)c1
6	-18	99	-3	-5	-1	-4	99	5	O=C1CC(CCC(=O)NC2CC2)c2ccccc2N1 (stereo not given)
1	-7	94	-21	-2	11	·	87	5	O=C(Cn1cc2c(n1)CCCCC2)Nc1ccccc1Cl
15	-2	94	-13	-7	-3	-3	102	-1	Cc1ccc(C(=O)Nc2ccc(C(=O)O)cc2)cc1S(=O)(=O)NCc1ccccc1
12	5	105	6	-10	1	-16	105	2	Cc1ccc(Cn2cc(/C=C/C(=O)O)c(-c3ccccc3)n2)cc1
5	-7	100	1	2	2	-2	103	2	COc1ccc(N2CCN(C(CNS(C)(=O)=O)c3ccco3)CC2)cc1 (stereo not given)
10	3	98	-2	-5	4	39	100	-2	CC(=O)c1c(C)n(-c2ccc(Cl)cc2)c2ccc(O)cc12
-4	0	116	5	5	3	12	103	·	C=CCOc1c(Br)cc(CNCCCN2CCOCC2)cc1OC
15	-7	102	11	-14	6	23	97	8	COc1cc(Cl)c(C)cc1NC(=O)Cn1c(NCCO)nc2ccccc21
6	0	68	-31	16	1	7	68	7	CCOC(=O)c1[nH]c(C)c(/C(O)=C2\C(=O)C(=O)N(CCCN3CCOCC3)C2c2cccs2)c1C (stereo not given)
-8	-4	144*	18	-6	·	14	107	-6	COc1ccc(-c2coc3c(CN4CCCCC4)c(O)c(CN4CCCCC4)c(O)c3c2=O)cc1
-10	0	94	-1	-5	-4	32	93	6	CNc1ccccc1C(C)(C)c1cc(-c2cc(C)cc(C)c2)no1
16	2	105	0	3	1	-3	100	2	COc1ccc(Cl)cc1NC(=O)NCc1ccco1
-9	-2	98	0	2	4	32	98	4	CCCCCCOC(=O)C(C#N)c1nc2ccccc2nc1N1CCOCC1 (stereo not given)
5	1	108	-1	-3	1	10	105	-4	Cc1cc(C)cc(OCC(=O)NNC(=O)CCN2C(=O)c3ccccc3C2=O)c1
14	-1	104	6	-4	2	18	105	0	Cc1ccc2nc(NC(=O)c3ccco3)sc2c1
8	0	124	7	-26	0	-2	114	1	COc1ccc(-n2nc(C(=O)c3cccs3)cc(-c3nc4ccccc4[nH]3)c2=N)cc1
-24	-14	99	-2	-67	1	9	103	4	CCOc1ccc2c(c1)OC(c1ccc(C)cc1)(C(F)(F)F)NC2=O (stereo not given)
-5	6	104	4	-3	0	-1	102	1	CCOC(=O)C1CCN(C(=O)CCCn2nc(CC)n3c(cc4occc43)c2=O)CC1
-9	5	88	-9	1	6	17	101	0	Cc1ccccc1NC(C)C(=O)N/N=C/c1c[nH]c2ccccc12 (stereo not given)
4	-2	107	-2	-9	1	12	105	-1	CC(C)NCc1cc(Br)ccc1OCc1ccccc1
-5	-3	99	8	-8	0	1	102	2	NC(=O)c1cccc(-c2cccc(OC(=O)NC3CCCCC3)c2)c1
16	-8	102	3	-2	1	19	101	-6	COC(=O)CSc1nnc(CNC(=O)c2ccccc2F)n1-c1ccccc1
28	4	102	-4	-16	2	4	105	5	Cn1ccnc1SCC(=O)Nc1sccc1C#N
-1	2	103	2	-11	6	·	100	4	CCOc1cc(/C=C/C(=O)NCCc2ccc(S(N)(=O)=O)cc2)ccc1OCC(C)C
4	-5	103	0	-18	9	26	96	2	COc1cccc(C2[C@H](C)C3(CCN2C)OCCO3)c1 (stereo not given in full)
4	-16	105	4	11	2	6	101	5	COc1ccc(C)cc1NC(=O)CCS(=O)(=O)c1cccc2nonc12
8	-14	92	-2	-1	-2	25	96	-3	Cc1ccccc1OCC(=O)N/N=C/c1c(C)nn(-c2ccccc2)c1Cl

Of the compounds above, four contain bromine.
UBC9 SUMO inh	M18AAP inhibitor	MEKK2 WT-MEK5	MEKK2mut PB1 HTS	pCIP destab	IDE cell activ	NALP1 inh	MEKK3 PB1 HTS	IDE inh	structure
6	3	115	10	-9	1	2	102	-1	CN(C)CCN(C(=O)c1cccc(N2C(=O)CCC2=O)c1)c1nc2ccc(Br)cc2s1
-4	4	96	-4	-4	6	8	104	1	O=C(COC(=O)c1ccccc1Br)Nc1ccccc1F
-4	0	116	5	5	3	12	103	·	C=CCOc1c(Br)cc(CNCCCN2CCOCC2)cc1OC
4	-2	107	-2	-9	1	12	105	-1	CC(C)NCc1cc(Br)ccc1OCc1ccccc1

Other compounds.
UBC9 SUMO inh	M18AAP inhibitor	MEKK2 WT-MEK5	MEKK2mut PB1 HTS	pCIP destab	IDE cell activ	NALP1 inh	MEKK3 PB1 HTS	IDE inh	structure
22	-1	96	-1	0	-2	-15	98	8	Cc1noc(C)c1C(=O)N1CCCC(C(=O)c2ccc(Cl)cc2)C1 (stereo not given)
-1	-2	93	-9	-10	3	0	92	-3	COc1cc(Br)cc(CN2CCN(C=O)CC2)c1O
-1	12	92	-6	-7	-3	18	91	3	COC(=O)c1nn(-c2ccc(OC)cc2)c(=O)c2c(N)sc(C)c12
8	6	105	8	-3	-3	19	103	-1	Cc1ccc(NC(=O)COC(=O)CN2C(=O)c3ccccc3C2=O)cc1S(=O)(=O)N(C)C
-14	-6	102	1	-8	-1	24	103	1	COc1cccc(C(=O)NCCSCc2c(F)cccc2Cl)c1
-6	-4	99	0	-7	0	-7	99	4	CSc1ccc(Cl)c(C(=O)OCC(=O)NC2CC2)c1
21	5	102	4	-8	9	6	108	0	Cc1c(CCC(C)C)c(=O)n2c([nH]c3ccccc32)c1C#N
9	-3	101	2	0	6	6	101	3	COc1cccc(C(=O)Cn2c(N3CCCCC3)nc3c2c(=O)n(C)c(=O)n3C)c1
7	6	121	33	-10	·	-2	141*	1	N#CCC(=O)Nc1ccc(C(=O)OCC(=O)Nc2ccccc2-c2ccccc2)cc1
8	6	97	3	-13	-8	4	98	3	C=CCc1cccc(C=Nc2c[nH]c(=O)[nH]c2=O)c1O
5	-9	98	-2	5	5	4	100	-3	COc1ccc(C(=O)Cn2c(=O)oc3ccc(C)cc32)cc1
14	-7	98	-6	8	4	25	94	3	NC(=O)N/N=C/c1ccccc1OC(=O)c1cc2ccccc2oc1=O
25	1	90	-14	9	-2	-54	91	6	O=[N+]([O-])c1ccc(C(O)C(CO)NC(=S)Nc2ccccc2)cc1 (stereo not given)
26	-14	106	4	-9	1	6	105	0	CN(C)CCCCCN(C)Cc1cc2ccccc2o1
5	0	89	-5	-19	-4	-14	99	-5	CC1CCN(C(=O)/C(=C\c2cccs2)NC(=O)c2ccccc2)CC1
6	56*	100	0	4	3	10	98	3	COc1ccc(/C=N/Nc2nc3ccccc3o2)cc1OC
-1	-4	101	-3	3	3	0	96	4	CCOC(=O)N1CCC(NC(=O)CCc2nc(-c3ccccc3F)no2)CC1
-8	-3	101	4	21	4	17	106	0	Cc1sc2nc(COC(=O)c3ccc(N4CCCC(C)C4)c([N+](=O)[O-])c3)[nH]c(=O)c2c1C (stereo not given)
-4	4	105	7	-8	5	14	104	8	Cc1ccc(CCNC(=O)NC(C)(C)C)cc1
7	2	102	6	-18	-13	-4	103	16	O=C(Nc1ccc2oc(=O)ccc2c1)c1ccc2ccccc2c1
12	6	109	8	-2	0	16	107	4	COc1cccc(C2NC(=O)NC(C)=C2C(=O)Nc2ccc(C)cc2)c1OC (stereo not given)
18	20	99	1	-6	1	34	102	6	COCCCN1C(=O)c2[nH]nc(-c3cc(C)cc(C)c3O)c2C1c1ccc(O)c(OC)c1 (stereo not given)
8	-2	117	6	-1	-2	15	101	3	Cc1cccc(OCC(=O)Nc2ccc3c(c2)nc(CCN2CCCCC2)n3C)c1
18	-1	58	-14	0	4	18	57	2	CC1CCN(C(=O)COc2cccc3c2CCN(Cc2ccccc2)C3=O)CC1
-6	-1	103	-3	-1	5	12	98	3	Cc1ccc(CCNC(=O)CCn2ccc3cc(S(=O)(=O)N4CCCC4)ccc32)cc1
·	6	94	2	4	0	-13	96	4	CCN(Cc1ccccc1)S(=O)(=O)c1cn(C)cn1
4	9	104	4	-14	1	9	103	3	CCNC(=O)CN(c1ccc(Oc2ccccc2)cc1)S(=O)(=O)c1ccccc1
14	15	112	13	-8	-24	-2	106	4	COc1cccc(C2CC(=O)N3CN(c4ccccc4F)CSC3=C2C#N)c1 (stereo not given)

The list is partial; the hit share may differ from the screen's.
